Assay outcomes from PubChem BioAssay.
LYP inhibition – PTPN22 lymphoid phosphatase activity blockers – biochemical, fluorescence intensity, uHTS (AID 1779); recombinant LYP phosphatase, fluorescence intensity; higher % means a stronger effect; one-dose inhibition, % at 11.5 µM; IC50 in µM for titrated hits; 0.054% of 290,000 active; in the data active = inhibition above about 50%;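 also: plate controls were vehicle with enzyme for no effect and no enzyme for full effect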
GPR35 antagonists – inhibition of zaprinast-stimulated GPR35 beta-arrestin translocation – imaging, U2OS, beta-arrestin-GFP, zaprinast agonist, primary screen (AID 2058) | U2OS GPR35 beta-arrestin-GFP translocation imaging, zaprinast antagonism; higher % means a stronger effect | one-dose inhibition, % at 10 µM; IC50 in µM for titrated hits | 0.052% of 290,000 active;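 active = inhibition of at least 50% with at least 30 cells and total cytoplasm GFP at most 10,000,000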
ER stress rescue – rescue of cells from ER stress-induced death, primary screen, 384-well, CSM14.1, thapsigargin, ATP luminescence (AID 1222) | 190,000 tested, under 10 active | cellular ATP content (survival), % at 20 µM, or EC50 in µM where a hit was titrated | CSM14.1 thapsigargin-induced death rescue, ATP luminescence; higher % means a stronger effect;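 active = EC50 below 50 µM in the dose-response confirmation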;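 also: death triggered by thapsigargin at about 15 µM added after 2 h compound pretreatment; cell ATP read after overnight thapsigargin exposure of roughly 18 to 22 hours; normalized against plate controls of thapsigargin alone and 5% DMSO vehicle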
Dengue-2 NS5 capping – Dengue-2 NS5 methyltransferase inhibitors, primary screen, biochemical, confirmation dose response (AID 588689); 0.3% of 340,000 active; Dengue-2 NS5 methyltransferase capping enzyme assay, biochemical; higher % means a stronger effect; inhibition, % at 25 µM; hits with a dose series show IC50 in µM; in the data active = a potency from the dose series
West Nile virus CPE – West Nile virus antiviral activity, cell-based, CPE readout (AID 1621); 0.02% of 290,000 active; CPE inhibition, % at 10 µM; hits with a dose series show IC50 in µM; West Nile virus-infected cells, CPE inhibition; higher % means a stronger effect; in the data active = a potency from the dose series; also: strong numbers were not always called active
MgcRacGAP inhibition – MgcRacGAP GTPase-activating activity inhibitors, confirmation, biochemical, ADP Hunter fluorescence; MgcRacGAP-stimulated Rac1 GTP hydrolysis, ADP Hunter fluorescence; higher % means a stronger effect; GST-tagged Rac1 F28L mutant substrate; one-dose inhibition, % at 30 µM; IC50 in µM for titrated hits; 0.6% of 340,000 active; AID 624330;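 active = first-screen hits whose inhibition reached a set limit at any dose in the follow-up dose series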;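 also: fluorescence reports GDP produced by GAP-driven GTP hydrolysis; strong numbers were not always called active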
SV40 large T antigen – SV40 large T antigen inhibitors, biochemical (AID 1903); 0.39% of 310,000 active; SV40 large T antigen ATPase/helicase inhibition assay; higher % means a stronger effect; inhibition, % at 20 µM; hits with a dose series show IC50 in µM; in the data active = a potency from the dose series; also: strong numbers were not always called active
Salmonella PhoP GFP – PhoP-dependent GFP reporter repression – Salmonella Typhimurium, primary screen (AID 1863); S. Typhimurium PhoP-regulated promoter GFP reporter, 4 h; higher % means a stronger effect; one-dose inhibition, % at 50 µM; IC50 in µM for titrated hits; 0.16% of 300,000 active;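 active = inhibition over 29.93%, a cutoff 3 SD above the screen mean, later confirmed by dose response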;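 also: 0% = low Mg2+ inducing control and 100% = high Mg2+ repressing control; strong numbers were not always called active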
RSV antiviral HEp-2 – RSV antiviral activity via CPE protection, HEp-2 cells, primary 10 µM value included (AID 2391) | HEp-2 cells, RSV-induced CPE inhibition; higher % means a stronger effect | CPE inhibition, % at 10 µM, or IC50 in µM where a hit was titrated | 0.13% of 310,000 active; in the data active = a potency from the dose series; also: strong numbers were not always called active
Dengue-2 NS5 capping pilot replicate – recorded beside Dengue-2 NS5 capping, whose call it bears; inhibition, %; measured here: pilot screen replicate inhibition
Numbers without * were called inactive; x = not tested or not shown. Compounds as they come, and some 1.5% of all compounds hit somewhere here.

SMILES | LYP inhibition | GPR35 antagonists | ER stress rescue | Dengue-2 NS5 capping | West Nile virus CPE | MgcRacGAP inhibition | SV40 large T antigen | Salmonella PhoP GFP | RSV antiviral HEp-2 | others
O=C(CN1C(=O)c2ccccc2S1(=O)=O)Nc1ccc(S(=O)(=O)N2CCCCC2)cc1 | -1.7% | 14.3% | -0.7% | -4.2% | 0.4% | 4.0% | 2.1% | 3.6% | 0.6%
CC1(C)C(c2ccccc2)=NC(c2ccc(F)cc2)N1O (stereo not drawn) | -7.6% | 25.8% | -2.7% | -4.8% | 0.0% | 0.9% | -2.7% | 14.2% | 1.1%
OCC[C@@H]1C[C@@H](O)[C@H](O)[C@]2(OCCc3ccccc32)O1 | -6.8% | 6.6% | x | -0.8% | -0.2% | -2.3% | 5.0% | 3.5% | 1.7%
C/C=C(/C)C(=O)O[C@@H]1c2c(ccc3ccc(=O)oc23)O[C@@H]1C(C)(C)OC(=O)/C(C)=C\C | -0.1% | 0.9% | 10.1% | 0.0% | 1.3% | 6.8% | 8.4% | 5.4% | 11.8%
N#CCc1c(C#N)c(N)nc(N2CCN(S(=O)(=O)c3ccccc3F)CC2)c1C#N | -5.8% | 15.3% | x | -10.3% | 0.2% | 9.7% | 14.0% | 10.9% | 1.7%
C=CCOc1cccc(C2/C(=C(/O)c3ccc(F)cc3)C(=O)C(=O)N2CCN2CCOCC2)c1 (stereo not drawn) | 0.6% | 4.2% | 4.0% | -12.8% | 0.2% | 3.6% | 1.6% | -11.6% | 0.3%
Cc1csc(SCC(=O)NCCc2ccc(Cl)cc2)n1 | -6.0% | -23.7% | 6.3% | -2.2% | -0.6% | 2.1% | -3.0% | 3.5% | 4.4%
COc1ccc(CNC(=O)CSc2nnc(C)n2-c2ccc(F)cc2)cc1 | 1.0% | 1.3% | -1.8% | -6.4% | -0.1% | 10.9% | -2.5% | 3.1% | 1.6%
CCn1c(N)c(C(=O)NCc2ccco2)sc1=S | 4.1% | 19.2% | 2.2% | 17.7% | 0.0% | 3.5% | 4.9% | 9.2% | -1.1%
CCOC(=O)CSc1nc2cc(C(=O)NCC3CCCO3)ccc2c(=O)n1Cc1ccco1 (stereo not drawn) | -4.1% | -1.6% | -1.1% | 0.0% | 0.1% | 0.5% | 10.0% | 1.8% | 0.5% | Dengue-2 NS5 capping pilot replicate=-2.7
O=C1NC2(CCCCC2)C(=O)N1c1cccc(Cl)c1 | -3.1% | 1.2% | x | -2.0% | -0.1% | 9.4% | 0.1% | -4.2% | 2.4%
CC(=O)c1ccc(-n2cc(C#N)c(=O)[nH]c2=O)cc1 | -7.7% | -10.3% | x | 2.6% | 0.2% | 7.9% | 5.7% | 5.4% | 0.6%

Eight compounds out of the list, ordered by heavy-atom count, descending:
SMILES | LYP inhibition | GPR35 antagonists | ER stress rescue | Dengue-2 NS5 capping | West Nile virus CPE | MgcRacGAP inhibition | SV40 large T antigen | Salmonella PhoP GFP | RSV antiviral HEp-2 | others
C=CCOc1cccc(C2/C(=C(/O)c3ccc(F)cc3)C(=O)C(=O)N2CCN2CCOCC2)c1 (stereo not drawn) | 0.6% | 4.2% | 4.0% | -12.8% | 0.2% | 3.6% | 1.6% | -11.6% | 0.3%
CCOC(=O)CSc1nc2cc(C(=O)NCC3CCCO3)ccc2c(=O)n1Cc1ccco1 (stereo not drawn) | -4.1% | -1.6% | -1.1% | 0.0% | 0.1% | 0.5% | 10.0% | 1.8% | 0.5% | Dengue-2 NS5 capping pilot replicate=-2.7
O=C(CN1C(=O)c2ccccc2S1(=O)=O)Nc1ccc(S(=O)(=O)N2CCCCC2)cc1 | -1.7% | 14.3% | -0.7% | -4.2% | 0.4% | 4.0% | 2.1% | 3.6% | 0.6%
N#CCc1c(C#N)c(N)nc(N2CCN(S(=O)(=O)c3ccccc3F)CC2)c1C#N | -5.8% | 15.3% | x | -10.3% | 0.2% | 9.7% | 14.0% | 10.9% | 1.7%
COc1ccc(CNC(=O)CSc2nnc(C)n2-c2ccc(F)cc2)cc1 | 1.0% | 1.3% | -1.8% | -6.4% | -0.1% | 10.9% | -2.5% | 3.1% | 1.6%
CC1(C)C(c2ccccc2)=NC(c2ccc(F)cc2)N1O (stereo not drawn) | -7.6% | 25.8% | -2.7% | -4.8% | 0.0% | 0.9% | -2.7% | 14.2% | 1.1%
Cc1csc(SCC(=O)NCCc2ccc(Cl)cc2)n1 | -6.0% | -23.7% | 6.3% | -2.2% | -0.6% | 2.1% | -3.0% | 3.5% | 4.4%
CCn1c(N)c(C(=O)NCc2ccco2)sc1=S | 4.1% | 19.2% | 2.2% | 17.7% | 0.0% | 3.5% | 4.9% | 9.2% | -1.1%

Remaining list, next part:
SMILES | LYP inhibition | GPR35 antagonists | ER stress rescue | Dengue-2 NS5 capping | West Nile virus CPE | MgcRacGAP inhibition | SV40 large T antigen | Salmonella PhoP GFP | RSV antiviral HEp-2 | others
CC(=O)N1c2ccccc2Nc2ccccc21 | 3.1% | 19.8% | -0.1% | -2.9% | 0.4% | 27.3% | 19.5% | 6.3% | 0.9%
C/C(=N\Nc1ccccc1)c1cc2ccccc2oc1=O | -0.6% | 13.8% | -0.5% | 0.9% | -1.1% | 3.4% | x | x | 3.7%
O=C(Oc1ccccc1)c1cccc2cccnc12 | -0.8% | 4.5% | x | -4.9% | -0.5% | 14.1% | 2.4% | -6.8% | -0.9%
O=C(N/N=C/c1cccnc1)c1ccc(NC(=O)c2cccc(Cl)c2)cc1 | -11.1% | -1.4% | x | -4.8% | 0.6% | 10.0% | 3.6% | -4.7% | 3.1%
COC(=O)N1C(=O)[C@](c2ccccc2)(C(C)C)N1C(=O)OC | -10.4% | 8.0% | x | -4.7% | -0.1% | 4.5% | 18.8% | x | 0.4%
CN1CCN(C(=O)c2ccc(CN3CCOCC3)cc2)CC1 | -8.4% | -3.2% | -1.1% | -6.5% | 0.5% | 9.1% | 11.8% | -4.3% | 0.7%
Cc1ccc(NC(=O)c2ccc([N+](=O)[O-])o2)c(C)c1 | -3.3% | 9.5% | -4.5% | -1.6% | 2.0% | 5.9% | 3.2% | 3.3% | 0.2%
CSc1ccccc1NC(=O)COC(=O)Cc1cccs1 | -6.5% | -1.1% | 0.5% | 1.5% | 0.2% | 7.2% | 14.7% | -1.6% | 1.2%
Cc1cc(Nc2cccc(C)c2C)n2nc(C)nc2n1 | -3.9% | -9.9% | -4.2% | -2.9% | x | 3.3% | 1.5% | -1.6% | 0.6%
CCOc1ccccc1Nc1nnc(SCC(=O)Nc2nc(-c3ccc(OC)cc3)cs2)s1 | -2.1% | -3.4% | 0.5% | -12.1% | -0.5% | 8.5% | 10.2% | 4.1% | 6.7%
O=C(Nc1cccc2ccccc12)N1CCCN(c2c(Cl)cncc2Cl)CC1 | -5.5% | 9.6% | x | -3.1% | -0.4% | 9.1% | 16.5% | -6.9% | x
COc1ccc(C2C(C(=O)NC(C)C)c3ccccc3C(=O)N2C)cc1OC (stereo not drawn) | -4.6% | 10.6% | -3.0% | 0.8% | x | 6.4% | 1.3% | -3.3% | 2.8%
CC1=C(C)CC(C(=O)Nc2ccc(C(=O)N3CCOCC3)cc2)C(C(=O)O)C1 (stereo not drawn) | -0.8% | -0.1% | 0.3% | 0.8% | 0.5% | 6.3% | 1.7% | -0.2% | -0.9%
N#Cc1ccsc1NC(=O)CN1CCN(c2ccccn2)CC1 | -7.0% | 8.6% | 0.2% | -2.7% | 0.0% | 7.2% | 1.0% | 5.4% | 1.0%
COc1ccc(NC(=O)c2ccc3nc(-c4ccccc4)c(-c4ccccc4)nc3c2)c(OC)c1 | -4.4% | -5.2% | -1.7% | 2.9% | -0.7% | -5.8% | -44.2% | 27.9% | 4.1%
C/C(=N/NC(=O)CNC(=O)c1ccccc1F)c1ccc2c(c1)CCCC2 | 7.0% | -5.3% | -0.7% | x | -0.8% | -1.5% | -0.3% | 5.9% | 8.8%
O=C(Nc1ccc(OCC(=O)N2CCN(S(=O)(=O)c3ccccc3)CC2)cc1)c1ccco1 | -7.7% | -6.5% | -3.4% | -8.8% | 0.0% | 11.3% | 9.7% | 1.2% | 0.1%
Fc1c(F)c(F)c(N=Cc2ccc3ncccc3c2)c(F)c1F | -10.6% | 22.2% | -1.5% | -0.9% | -0.1% | 4.8% | 9.3% | -3.0% | 1.2%
O=c1nc(/C=C/c2ccc(-c3ccc(F)cc3)o2)cc(C(F)(F)F)[nH]1 | -2.5% | 13.7% | 0.6% | x | -0.1% | x | 1.4% | -98.8% | 8.7%
N#C/C(=C/c1ccc2c(c1)OCO2)C(=O)Nc1ccc(O)cc1 | 4.9% | -9.7% | -1.6% | -3.7% | -1.1% | 55.4µM* | 20.2% | -3.0% | 1.0%
CCOc1ccc(-n2nc3ccc(N)cc3n2)cc1 | -11.9% | -25.4% | x | 6.4% | -0.1% | 4.3% | 4.0% | 6.9% | 2.5%
CN(C)C(CNC(=O)c1ccc(NS(=O)(=O)c2ccc(F)cc2)cc1)c1ccco1 (stereo not drawn) | x | x | x | -1.5% | x | 11.1% | 8.7% | -2.6% | -1.1%
OCCN(CCCn1c(-c2ccncc2)nc2ccccc21)c1nc(CN2CCCCC2)cs1 | -6.9% | -6.2% | x | -6.3% | 0.3% | 0.7% | 17.3% | -9.3% | -0.2%
COC(=O)Cn1c(=NC(=O)c2ccc(Cl)s2)sc2cc(C)ccc21 | -5.8% | -8.2% | -7.8% | 4.0% | -0.7% | 18.0% | 18.1% | 12.5% | 1.7%
O=C(c1cccc(C(F)(F)F)c1)C1CCCN(C(=O)C2CCOCC2)C1 (stereo not drawn) | -7.8% | -35.1% | x | -8.4% | -0.8% | 0.3% | 9.7% | 0.1% | 0.4%
COc1ccc(NS(=O)(=O)c2ccc(Oc3cccc(C(=O)O)c3)cc2)cc1 | -1.9% | 4.5% | -0.7% | 10.2% | 0.2% | 9.5% | 3.4% | -1.8% | -0.2%
COc1cc(-c2onc3ccc(Br)cc23)cc(OC)c1OC | -2.2% | -1.6% | -2.4% | 3.1% | -0.9% | 3.5% | 26.1% | 1.8% | -1.8%
O=C(CSc1nc2ccccc2o1)NC(=O)NCc1ccccc1 | -1.6% | 1.2% | -0.1% | -2.2% | 0.0% | 6.9% | -1.1% | 1.9% | -0.8%
CNC(=S)NC1CC2CCCC(C1)N2Cc1ccc(C)cc1 (stereo not drawn) | -2.0% | -1.5% | -0.3% | -14.8% | -1.1% | 4.3% | 6.2% | 3.1% | -0.6%
O=C(Nc1cccc(F)c1)c1ccco1 | -4.2% | -9.1% | 0.7% | 3.8% | 0.3% | 8.2% | 15.8% | 4.5% | 1.5%
COc1ccccc1-n1c(SCC(=O)Nc2cc(C)on2)nc2c(c1=O)SCC2 | -1.4% | -13.3% | -0.2% | -1.6% | -0.9% | 0.4% | -0.5% | 4.2% | -0.2%
CCc1cc2c(SCc3ccc(C(=O)OC)o3)ncnc2s1 | -10.1% | -6.1% | x | -9.8% | 0.0% | 7.6% | 6.2% | 0.8% | 7.6%
O=C(Oc1cccc2cccnc12)c1ccc(N2C(=O)C3C4CCC(C4)C3C2=O)cc1 (stereo not drawn) | -6.3% | 0.2% | -1.4% | -6.4% | 0.2% | 4.7% | 5.9% | 1.4% | 0.7%
CCOc1cc(C(=O)NC)cc(Br)c1OCc1ccccc1 | 0.6% | 1.3% | 1.6% | -3.0% | -0.5% | -6.6% | -2.0% | -7.1% | 2.6%
